Dengue-2 NS5 capping: Dengue-2 NS5 methyltransferase inhibitors, primary screen, biochemical, confirmation dose response (AID 588689). Dengue-2 NS5 methyltransferase capping enzyme assay, biochemical; higher % means a stronger effect. inhibition, % at 25 µM, or IC50 in µM where a hit was titrated. hit rate 0.3% among 340,000; in the data active means a potency from the dose series; inconclusive means inhibition above about 29% without an active follow-up result
Rac1 GTP hydrolysis: MgcRacGAP GTPase-activating activity inhibitors, confirmation, biochemical, ADP Hunter fluorescence. MgcRacGAP-stimulated Rac1 GTP hydrolysis, ADP Hunter fluorescence; higher % means a stronger effect; GST-tagged Rac1 F28L mutant substrate. inhibition, % at 30 µM, or IC50 in µM where a hit was titrated. hit rate 0.6% among 340,000. AID 624330;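 active means first-screen hits whose inhibition reached a set limit at any dose in the follow-up dose series; inconclusive means inhibition above the set first-screen limit but never retested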;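 further: fluorescence reports GDP produced by GAP-driven GTP hydrolysis; strong numbers were not always called active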
ER stress rescue: protection against thapsigargin-triggered cell killing – 384-well, CSM14.1, ATP luminescence, primary screen (AID 1222); CSM14.1 thapsigargin-induced death rescue, ATP luminescence; higher % means a stronger effect; one-dose cellular ATP content (survival), % at 20 µM; EC50 in µM for titrated hits; 190,000 tested, under 10 active;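 active means EC50 below 50 µM in the dose-response confirmation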;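 further: death triggered by thapsigargin at about 15 µM added after 2 h compound pretreatment; cell ATP read after overnight thapsigargin exposure of roughly 18 to 22 hours; normalized against plate controls of thapsigargin alone and 5% DMSO vehicle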
LYP inhibition: inhibitors of LYP phosphatase, biochemical, fluorescence intensity, uHTS (AID 1779); recombinant LYP phosphatase, fluorescence intensity; higher % means a stronger effect; inhibition, % at 11.5 µM, or IC50 in µM where a hit was titrated; hit rate 0.054% among 290,000; in the data active means inhibition above about 50%;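 further: plate controls were vehicle with enzyme for no effect and no enzyme for full effect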
GPR35 arrestin U2OS: inhibition of zaprinast-stimulated GPR35 beta-arrestin translocation – imaging, U2OS, beta-arrestin-GFP, zaprinast agonist, primary screen (AID 2058). U2OS GPR35 beta-arrestin-GFP translocation imaging, zaprinast antagonism; higher % means a stronger effect. one-dose inhibition, % at 10 µM; IC50 in µM for titrated hits. hit rate 0.052% among 290,000;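 active means inhibition of at least 50% with at least 30 cells and total cytoplasm GFP at most 10,000,000; inconclusive means under 30 cells or total GFP of 10,000,000 plus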
RSV antiviral HEp-2: RSV antiviral activity via CPE protection, HEp-2 cells, primary 10 µM value included (AID 2391) | HEp-2 cells, RSV-induced CPE inhibition; higher % means a stronger effect | CPE inhibition, % at 10 µM, or IC50 in µM where a hit was titrated | hit rate 0.13% among 310,000; in the data active means a potency from the dose series; inconclusive means CPE inhibition mostly from about 23% at the one dose, without a potency; inactive means the rest, 99 in 100 with CPE inhibition below about 21%; further: strong numbers were not always called active
Salmonella PhoP GFP: PhoP-dependent GFP reporter repression – Salmonella Typhimurium, primary screen (AID 1863); S. Typhimurium PhoP-regulated promoter GFP reporter, 4 h; higher % means a stronger effect; inhibition, % at 50 µM; hits with a dose series show IC50 in µM; hit rate 0.16% among 300,000;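 active means inhibition over 29.93%, a cutoff 3 SD above the screen mean, later confirmed by dose response; inconclusive means inhibition over 29.93% but no dose response follow-up; inactive means inhibition at most 29.93% or unconfirmed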;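 further: 0% = low Mg2+ inducing control and 100% = high Mg2+ repressing control; strong numbers were not always called active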
West Nile virus CPE: inhibition of WNV-induced cytopathic effect – cell-based, CPE readout (AID 1621) | one-dose CPE inhibition, % at 10 µM; IC50 in µM for titrated hits | West Nile virus-infected cells, CPE inhibition; higher % means a stronger effect | hit rate 0.02% among 290,000; in the data active means a potency from the dose series; inconclusive means CPE inhibition mostly from about 3.7% at the one dose, without a potency; inactive means the rest, 99 in 100 with CPE inhibition below about 2.2%; further: strong numbers were not always called active
SV40 large T antigen: TAg ATPase/helicase activity blockers – biochemical (AID 1903) | SV40 large T antigen ATPase/helicase inhibition assay; higher % means a stronger effect | one-dose inhibition, % at 20 µM; IC50 in µM for titrated hits | hit rate 0.39% among 310,000; in the data active means a potency from the dose series; inconclusive means inhibition mostly from about 32% at the one dose, without a potency; inactive means the rest, 99 in 100 with inhibition below about 32%; further: strong numbers were not always called active
Dengue-2 NS5 capping pilot replicate: second read-out of Dengue-2 NS5 capping, no call of its own (marks repeat the call); inhibition, %; measured here: pilot screen replicate inhibition
Numbers without * were called inactive; ? = inconclusive; · = no result given.

SMILES	Dengue-2 NS5 capping	Rac1 GTP hydrolysis	ER stress rescue	LYP inhibition	GPR35 arrestin U2OS	RSV antiviral HEp-2	Salmonella PhoP GFP	West Nile virus CPE	SV40 large T antigen	others
Cc1cccc(C)c1NC(=O)c1ccc(-n2cncn2)nc1	11.2%	12.6%	-0.9%	-10.2%	3.4%	6.7%	-7.0%	0.0%	2.8%
CC(CCc1ccccc1)NC(=O)CSc1ccccn1 (centres undefined)	-8.6%	10.4%	-1.2%	-7.2%	6.7%	2.6%	2.6%	0.7%	1.8%
CCOc1cc(/C=N/NC(N)=O)ccc1OC(=O)c1ccc(C)cc1	·	·	-3.3%	-2.1%	-16.0%	2.8%	-7.0%	·	12.7%
CCOC(=O)c1c(NC(=O)CSc2nc3ccc(C)cc3[nH]2)sc2c1CC(C)(C)NC2(C)C	-2.9%	16.6%	·	·	·	-1.9%	-0.3%	·	15.9%
O=C(CSc1ccccc1)NC1=NCCS1	-5.4%	4.2%	·	-2.8%	7.2%	0.7%	0.7%	-0.1%	26.9%
Cc1ccc(NC(=O)c2ccc3c(c2)C(=O)N(CC2CCCO2)C3=O)cc1C (centres undefined)	-7.4%	4.2%	-1.0%	-5.2%	16.6%	1.2%	-2.0%	0.8%	6.7%
COc1ccc2c(C)nc(Nc3nc(C)cc(C)n3)nc2c1	-10.8%	0.8%	-2.1%	-7.1%	-3.2%	1.7%	0.6%	0.0%	-0.3%
Cc1nnsc1S(=O)(=O)Cc1ccccc1Cl	-2.7%	13.3%	-0.3%	-3.4%	7.3%	-0.3%	3.8%	0.1%	1.2%	Dengue-2 NS5 capping pilot replicate=4.1
Cc1ccc(Cc2c(C)[nH]c(=S)[nH]c2=O)cc1	4.6%	7.0%	·	-0.4%	-13.2%	4.1%	-0.3%	0.0%	11.6%
CCc1ccccc1N1C(=O)[C@@H]2Cc3ccccc3CN2C1=O	-3.1%	10.5%	·	-2.9%	-0.6%	2.1%	-12.1%	-0.8%	5.8%
CC(OC(=O)CCc1nc2ccccc2c(=O)[nH]1)C(=O)c1ccc(C(C)(C)C)cc1 (centres undefined)	-1.8%	7.9%	-2.7%	2.1%	12.0%	1.5%	7.3%	0.1%	0.7%
Cc1cc(C)nc(/N=C(\N)Nc2ccc(OCCC(C)C)cc2)n1	-0.8%	6.4%	·	-8.0%	-15.9%	5.5%	2.7%	2.3%	7.7%
Cc1ccc(S(=O)(=O)Nc2ccc3ncccc3c2)cc1	-6.8%	10.4%	-1.2%	-5.4%	0.7%	2.4%	-9.9%	-0.9%	5.8%	Dengue-2 NS5 capping pilot replicate=3.2
COc1ccc(OC)c(/C=N/NC(=O)C(=O)N2CCCC2)c1	-2.3%	-0.4%	0.9%	-5.7%	10.7%	2.0%	·	0.2%	·
CN(c1ccc(O)cc1)c1nc(-c2cccs2)cs1	0.7%	70.5µM*	6.3%	-0.4%	13.5%	12.2%	7.4%	0.1%	5.0%
Cc1csc(NC(=O)c2ccc(Cl)cc2[N+](=O)[O-])n1	-9.3%	-1.0%	-2.3%	-3.7%	1.6%	11.4%	-8.0%	-0.5%	5.2%
COc1ccc(-c2cc(=O)oc3cc(OC(C)C(=O)O)ccc23)cc1 (centres undefined)	-1.6%	0.1%	-1.0%	-1.7%	3.9%	1.3%	9.0%	-0.3%	1.6%
CCSc1nnc2c3cc(CC)ccc3n(C)c2n1	-0.7%	6.2%	·	-4.6%	-2.8%	10.1%	2.3%	-1.4%	17.3%	Dengue-2 NS5 capping pilot replicate=-4.6
CC12CCC(=O)N1C(C(=O)NNC(=O)c1ccc(F)cc1)CS2 (centres undefined)	-2.9%	1.9%	·	·	·	-1.5%	-5.9%	·	8.9%
CCN(CCCNC(=O)CCNC(=O)Cn1cnc2ccccc2c1=O)c1cccc(C)c1	-8.0%	11.4%	0.4%	-1.3%	-10.8%	1.8%	-2.4%	-0.1%	11.9%
CC(=O)Nc1ccc(NC(=S)Nc2ccc(F)cc2)cc1	-2.7%	7.9%	-0.9%	3.0%	1.1%	0.5%	-1.5%	-0.3%	9.3%
NS(=O)(=O)c1cccc(NS(=O)(=O)c2cccc(C(F)(F)F)c2)c1	12.2%	9.8%	·	-0.6%	12.1%	2.1%	·	0.3%	14.2%
CC(=O)c1cccc(CN2CCCC(N3CCN(c4ccccc4F)CC3)C2)c1 (centres undefined)	1.9%	6.1%	·	0.4%	-8.6%	1.3%	-3.1%	0.0%	6.1%
O=C1NN(c2ccc(Cl)cc2)C(=O)/C1=C\c1ccc(-c2cccc(C(=O)O)c2)o1	77.3µM*	?	-2.1%	5.6%	-6.6%	·	0.4%	0.8%	27.1µM*
COc1ccc(CCNC(=O)c2cccc(S(=O)(=O)N3CCCCC3)c2)cc1	0.8%	8.1%	-0.4%	-4.9%	16.5%	9.9%	-3.1%	-0.7%	1.2%
Fc1ccc(-c2ncc3ccccn23)cc1	-4.4%	-4.8%	0.2%	-14.3%	15.3%	4.3%	·	-0.3%	·
CCC(=O)Oc1ccc(NC(=O)CSCc2ccccc2)cc1	-2.7%	13.9%	-0.4%	-2.6%	-2.9%	1.5%	-7.1%	0.3%	9.2%
C=CC[C@H]1CC(C)=C[C@H](CC=C)N1	-3.6%	3.8%	0.8%	-10.4%	23.4%	0.6%	-0.7%	0.0%	5.7%
Cc1ccc(NC(=O)NNC(=O)c2cccs2)cc1	-5.9%	6.9%	-1.7%	-3.5%	2.7%	0.3%	-13.4%	0.9%	15.0%
COc1cc(CCC(=O)Nc2c(C(=O)N3CCN(c4ccccc4)CC3)oc3ccccc23)on1	-1.8%	12.1%	·	-4.9%	3.5%	3.4%	-4.2%	0.2%	6.4%
COc1ccc2cc(S(=O)(=O)N3CCOCC3)ccc2c1	-4.1%	0.7%	-1.2%	0.1%	9.0%	0.0%	5.7%	-0.2%	1.5%
Cc1nc(SC(C)C(=O)c2c(N)n(C)c(=O)n(C)c2=O)c2c(C)c(C)sc2n1 (centres undefined)	-2.2%	7.2%	·	·	·	4.5%	4.2%	·	8.3%
Cc1cc(Cl)nc(Cl)c1C(=O)NC(=O)NCCC(C)C	-6.2%	0.7%	·	-4.3%	2.8%	2.9%	5.1%	3.3%	4.8%
O=C1/C(=C/c2cccnc2)SC(=S)N1c1ccccc1	-3.5%	2.3%	-1.5%	1.8%	4.2%	5.7%	4.6%	0.2%	-2.0%
COc1ccc(/C=N/NC(=O)c2cccc(Br)c2)cc1Cn1cc(Cl)cn1	-8.1%	-0.4%	1.2%	-3.1%	-3.7%	2.9%	-17.1%	0.3%	20.1%
COc1ccccc1CNC(=O)CN(C)CC(=O)Nc1cccc(F)c1	4.0%	5.3%	-1.6%	-5.7%	11.0%	1.3%	-2.0%	-0.2%	5.1%
COc1ccc(-c2coc3c(CN4CCOCC4)c(O)ccc3c2=O)cc1	-12.7%	9.7%	·	-4.4%	-2.2%	4.5%	-6.6%	0.1%	15.2%
CC(C)(C)C(=O)NC(=S)Nc1sc2c(c1C(N)=O)CCC2	-2.2%	19.4%	-1.1%	-2.5%	-14.6%	2.8%	-4.6%	-0.4%	-0.7%
O=C1c2ccccc2-c2nnc(-c3ccccc3)cc21	9.1%	3.1%	5.2%	-8.9%	-4.3%	1.9%	-0.9%	0.2%	1.8%
CC(=O)N1CCc2c(sc(NC(=O)CS(=O)(=O)c3ccc(F)cc3)c2C(N)=O)C1	4.4%	6.9%	·	·	·	-0.8%	-0.7%	·	14.8%
Cc1nc(=O)c(-c2ccccc2)c(C)n1-c1ccccc1C(=O)O	-0.8%	2.1%	-2.8%	-4.5%	12.3%	1.8%	5.8%	0.3%	1.0%
O=S(=O)(NCCC1=CCCCC1)c1c(Cl)cccc1Cl	-0.7%	1.4%	·	·	·	2.5%	0.2%	·	5.5%
O=C(O)CC(NNC(=O)c1ccccc1)C(=O)Nc1cccc([N+](=O)[O-])c1 (centres undefined)	7.1%	-13.2%	·	0.1%	-23.5%	0.2%	-12.3%	0.5%	14.2%
COc1ccc(NC(=O)COC(=O)c2ccc(OCc3ccccc3Cl)c(OC)c2)c(OC)c1	7.7%	9.7%	-0.6%	7.8%	14.4%	5.7%	-1.9%	2.2%	6.2%
Cc1ccc(NC(=O)CCCNC(=O)c2ccc(Cl)cc2)nc1	2.2%	6.6%	·	-6.8%	-5.9%	1.3%	-6.0%	-0.3%	9.4%
Cc1c(OC(C)C(=O)NCC2CCC(C(=O)O)CC2)ccc2c3c(c(=O)oc12)CCCC3 (centres undefined)	-2.6%	-6.3%	·	-8.0%	2.9%	0.8%	-1.0%	0.1%	-0.1%
CCCCC(=O)N1CC2(C)CN(C(=O)CCCC)CC(C)(C1)C2=O	-10.4%	16.0%	0.5%	-7.8%	10.2%	0.4%	-1.5%	0.1%	1.5%
CN(c1ccccc1)S(=O)(=O)c1ccc(Cl)c(C(=O)Nc2nc3ccccc3[nH]2)c1	0.0%	6.3%	-2.3%	10.5%	-3.1%	17.6%	11.3%	-0.5%	7.9%
O=C(CN1CCOCC1)Nc1nc(-c2ccc3c(c2)CCN3S(=O)(=O)c2ccccc2)cs1	-6.4%	6.6%	-4.6%	3.1%	6.5%	2.9%	24.9%	-0.2%	7.5%
COc1ccccc1NS(=O)(=O)c1cc(C(=O)NCC(c2cccs2)N2CCOCC2)ccc1C (centres undefined)	5.1%	9.4%	·	·	·	2.5%	-2.1%	·	13.8%
O=C(CN1CCC(C(=O)c2ccc(Cl)cc2)CC1)Nc1ccc2c(c1)OCCO2	-9.6%	11.3%	-0.4%	-10.3%	-11.7%	1.7%	-6.1%	-0.6%	8.6%
N#CC1=C2SCN(Cc3ccco3)CN2C(=O)CC1c1ccccc1F (centres undefined)	11.2%	18.7%	-4.3%	-5.9%	10.7%	1.7%	4.5%	0.3%	21.6%
CC1CCCN(C(=O)COc2ccc(-c3ccccc3)cc2)C1 (centres undefined)	1.8%	11.7%	-2.3%	-4.7%	-13.8%	7.2%	-7.0%	-1.3%	-2.6%
CC(C)c1ccc(NC(=O)NC2CCCCC2)cc1	0.8%	14.1%	-4.0%	-0.1%	7.3%	3.8%	-2.2%	-0.5%	-0.6%

2 records drawn at random from those above, as already listed:
SMILES	Dengue-2 NS5 capping	Rac1 GTP hydrolysis	ER stress rescue	LYP inhibition	GPR35 arrestin U2OS	RSV antiviral HEp-2	Salmonella PhoP GFP	West Nile virus CPE	SV40 large T antigen	others
CCC(=O)Oc1ccc(NC(=O)CSCc2ccccc2)cc1	-2.7%	13.9%	-0.4%	-2.6%	-2.9%	1.5%	-7.1%	0.3%	9.2%
C=CC[C@H]1CC(C)=C[C@H](CC=C)N1	-3.6%	3.8%	0.8%	-10.4%	23.4%	0.6%	-0.7%	0.0%	5.7%

Source: PubChem
